D2 antag: HTS Assay for Allosteric Antagonists of the Human D2 Dopamine Receptor: Primary Screen for Antagonists | D(2) dopamine receptor (Homo sapiens), P14416 | HEK293 TREx D2 cells, calcium flux, dopamine EC80 | inhibition, % at 10 µM | hit rate 2% among 340,000 | AID 485344, 2010; in the data active = inhibition above about 30%; note: 0% is about no effect
Target sequence (P14416 whole entry, looked up): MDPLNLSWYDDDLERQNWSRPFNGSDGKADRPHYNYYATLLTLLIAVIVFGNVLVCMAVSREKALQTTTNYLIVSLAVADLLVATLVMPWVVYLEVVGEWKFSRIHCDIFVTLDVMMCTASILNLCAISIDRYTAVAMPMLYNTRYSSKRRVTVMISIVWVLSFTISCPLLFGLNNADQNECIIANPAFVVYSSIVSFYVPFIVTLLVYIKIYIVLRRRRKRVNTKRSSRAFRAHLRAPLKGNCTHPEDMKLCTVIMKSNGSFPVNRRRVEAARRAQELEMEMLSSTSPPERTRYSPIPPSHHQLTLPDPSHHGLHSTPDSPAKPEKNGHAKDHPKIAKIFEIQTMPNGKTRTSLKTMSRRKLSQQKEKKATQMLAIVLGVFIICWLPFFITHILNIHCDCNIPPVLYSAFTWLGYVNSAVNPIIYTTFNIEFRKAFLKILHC
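Tetracycline-induced HEK293 TREx cells expressing D2 receptor forced-coupled to calcium signalling, loaded with no-wash calcium dye. Compounds added and calcium flux read 180 s, then dopamine added at EC80 and read a further 180 s.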
LDHA inh: qHTS assay for inhibitors of human lactate dehydrogenase | hit rate 0.15% among 480,000 | activity change, % (values are at about 110 or 230 µM) | purified LDHA, NADH/diaphorase-resazurin fluorescence; hits give low values | L-lactate dehydrogenase A chain (Homo sapiens), P00338 | AID 1347041, 2019; in the data active = activity change below about -30%; inconclusive = mostly about -25% to -30%;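 note: plate controls were DMSO wells for no effect and wells without enzyme for full effect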
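Resorufin fluorescence (ex540/em590), read at 0 and 20 min after diaphorase/resazurin addition, reports the NADH left after a 5 min room-temperature reaction of 2 nM human LDH5 with 0.06 mM NADH and 0.2 mM pyruvate.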
12-LOX inh: Primary qHTS assay for inhibitors of human arachidonate 12S-lipoxygenase (ALOX12): Round 2. Potency, µM (titrated, usually from 108 µM), for inactives: top-dose activity change, negative = inhibition, usual class: inhibitors. hit rate 1.1% among 580,000. purified 12hLO, xylenol orange hydroperoxide absorbance. Polyunsaturated fatty acid lipoxygenase ALOX12 (Homo sapiens), P18054; note: potency is the fitted concentration of half-maximal effect; % is set by controls: 0 for no effect and ±100 for the full control effect
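Hydroperoxide product was detected by ferrous iron/xylenol orange as the 573 to 405 nm absorbance ratio. Arachidonic acid at 40 uM (final) was turned over for 30 min at room temperature by 150 nM human 12hLO, pH 7.0 Hepes buffer, after 15 min compound preincubation.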
GRP78 ERSR act: qHTS for Inducers of the Endoplasmic Reticulum Stress Response (ERSR) in Human Glioma: qHTS | U87-MG GRP78 promoter luciferase reporter, 16 h | Potency, µM, inactives show at the highest dose activation, usual class: activators | hit rate 0.02% among 420,000 | AID 602332, 2012; note: potency is the fitted concentration of half-maximal effect; series mostly up to about 76 µM; % of control where 0% means no effect; nearly all actives have a fitted effect of over 35% in size
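Stably transfected U87-MG human glioma cells carrying a GRP78-based luminescent sensor were seeded at 1000 cells/well, pin-dosed with compounds and incubated 16 h. Luciferase reagent was then added, and end-point luminescence was read after 10 min at room temperature.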
Vif-APOBEC3F blk: qHTS for Inhibitors of Vif-A3F Interactions: qHTS; HeLa A3F-eYFP + Vif (tagged APOBEC3F with the HIV-1 protein that degrades it), YFP fluorescence increase; Potency, µM (series often up to 46.1 µM), without a hit: at the highest dose activity, negative = active; hit rate 0.2% among 390,000; AID 602313, 2012; note: potency is the fitted concentration of half-maximal effect; % of control where 0% means no effect; nearly all actives have a fitted effect of over 65% in size
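HeLa cells stably expressing A3F-eYFP plus Vif, plated and incubated overnight at 37 deg C, then exposed to compounds overnight at 37 deg C. Blocked degradation read as raised yellow fluorescence (Ex 488/Em 500-530).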
RGS4 inh: Inhibitors of Regulator of G Protein Signaling (RGS) 4: qHTS | Regulator of G-protein signaling 4 (Homo sapiens), P49798 | Transcreener GDP fluorescence polarization, RGS4-accelerated GTP hydrolysis | Potency, µM (top dose mostly 114 µM), for inactives: at the top dose activity change, negative = inhibition, hits mostly inhibitors | hit rate 0.039% among 390,000 | AID 504845, 2011; note: potency is the fitted concentration of half-maximal effect; % is set by controls: 0 for no effect and ±100 for the full control effect; nearly all actives have a fitted effect of over 75% in size; some results filed as inactive show a strong effect at the top dose
Target sequence (P49798 whole entry, looked up): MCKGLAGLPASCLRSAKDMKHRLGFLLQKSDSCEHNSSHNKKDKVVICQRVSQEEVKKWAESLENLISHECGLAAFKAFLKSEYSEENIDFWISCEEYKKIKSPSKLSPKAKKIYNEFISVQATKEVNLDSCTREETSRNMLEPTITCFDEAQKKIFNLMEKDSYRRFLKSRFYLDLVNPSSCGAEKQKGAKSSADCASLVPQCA
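MLSMR compounds (23 nl, pin-transferred) preincubated 10 min at room temperature with a 500nM (2x) first reagent, then RGS4 at 900nM (2x) plus Transcreener GDP mix added; fluorescence polarization (620/688 nm) read before and after 90 min at 30 °C.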
D2 agonist: HTS Assay for Allosteric Agonists of the Human D2 Dopamine Receptor: Primary Screen for Agonists. D(2) dopamine receptor (Homo sapiens), P14416. HEK293 T-REx D2 cells, calcium flux agonist mode. activation, % at 2 µM. hit rate 0.53% among 340,000;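 active = activation over 3 SD above normal in the single-dose calcium agonist read, cut at about 30% in these data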; note: 0% is about no effect
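HEK293 Trex D2 cells, tetracycline-induced, o/n 30 C 5% CO2; no-wash Ca dye, RT 30–90 min; 10-cycle baseline, 23 nl cpd added, kinetic Ca read 180 s; agonist hits = positive Ca response.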
ERG Ets-DNA blk: qHTS for Small Molecule Inhibitors of the ERG Ets/DNA interaction; Transcriptional regulator ERG (Homo sapiens), P11308; fluorescence polarization, His-ERG Ets domain / labelled DNA; Potency, µM (doses to about 76.9 µM), for inactives: at the highest dose FP activity, negative = inhibition, usual class: inhibitors; hit rate 0.028% among 370,000; active = well fitted inhibition curve with a large enough effect in the polarisation, with a control signal flat; inconclusive = small, poorly fitted or top-dose-only effect, or effect the other way, or a change in a side signal; inactive = no such curve, though single readings can be large or run the other way; the % refers to the polarisation;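 note: polarization taken with two DNA probes labelled with fluorescein and Texas red; potency is the fitted concentration of half-maximal effect; % of control where 0% means no effect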
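His-tagged ERG Ets domain (1 uM in the protein solution; 300mM KCl, 50mM Tris-HCl, 1mM EDTA, 1mM DTT, pH 7.5) received compound, then a probe mix of 5 nM fluorescein-DNA and 100nM Texas-615-DNA. Fluorescence polarization was read for both dyes.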
Vif-APOBEC3G blk: qHTS for Inhibitors of Vif-A3G Interactions: qHTS; HeLa A3G-eYFP + Vif (tagged APOBEC3G with the HIV-1 protein that degrades it), YFP fluorescence, overnight; Potency, µM (highest dose often 46.1 µM), without a hit: top-dose activity, negative = active, actives largely listed as inhibitors; hit rate 0.076% among 410,000; AID 602310, 2012;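 note: potency is the fitted concentration of half-maximal effect; % is set by controls: 0 for no effect and ±100 for the full control effect; nearly all actives have a fitted effect of over 60% in size; hits raise eYFP signal because A3G escapes Vif-driven loss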
Target sequence (Q9HC16 whole entry, looked up): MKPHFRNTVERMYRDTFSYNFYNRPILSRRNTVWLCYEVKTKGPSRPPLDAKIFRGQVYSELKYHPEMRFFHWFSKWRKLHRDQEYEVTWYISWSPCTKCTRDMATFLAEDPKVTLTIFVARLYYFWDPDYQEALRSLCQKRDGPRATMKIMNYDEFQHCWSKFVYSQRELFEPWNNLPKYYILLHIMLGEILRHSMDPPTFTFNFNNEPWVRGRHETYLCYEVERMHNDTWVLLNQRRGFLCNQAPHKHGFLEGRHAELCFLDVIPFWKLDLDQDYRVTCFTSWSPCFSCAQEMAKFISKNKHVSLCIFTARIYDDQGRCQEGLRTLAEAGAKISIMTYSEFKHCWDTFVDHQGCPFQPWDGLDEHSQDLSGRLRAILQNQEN
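HeLa cells stably expressing Vif and C-terminally eYFP-tagged A3G, seeded overnight at 37 deg C, then exposed to compound by pintool overnight at 37 deg C. Rise in yellow fluorescence (Ex 488/Em 500-530, Acumen) marks blocked Vif-driven A3G degradation.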
* marks the source's active call; other numbers are inactive results; ? = inconclusive; . = no result given; [ ] = another dose, or the depositor's remark. Unless noted, calls come from the whole dose curve; as a rule, active = well fitted curve in the direction sought with a large enough effect; inconclusive = small, poorly fitted or top-dose-only effect, or another doubt; inactive = no such curve, though single readings can be large; an effect the other way counts as inactive or inconclusive. Only part of the results is shown; count on the stated rates, not on these rows.

The line under a structure holds: D2 antag	LDHA inh	12-LOX inh	GRP78 ERSR act	Vif-APOBEC3F blk	RGS4 inh	D2 agonist	ERG Ets-DNA blk	Vif-APOBEC3G blk
CCCN(CCC)CCCNC(=O)C1CCCN(S(=O)(=O)c2cccc3nsnc23)C1 (stereo not drawn)
 : .	4.0	-11.6%	-2.8%	1.3%	-3.9%	.	2.5%	-0.3%
Cc1ccc(-c2csc(NC(=O)c3ccc(C)o3)n2)cc1
 : 6.8	-8.2	-24.0%	-0.8%	4.6%	-32.0%	-6.3	2.2%	2.9%
COc1ccc(-c2csc(NC(=O)CN3C(=O)CCC3=O)n2)c(OC)c1
 : -8.3	-3.9	-20.2%	-2.8%	-16.5%	8.6%	-0.7	-0.1%	0.2%
CCN(CC)S(=O)(=O)c1cccc(N=Nc2c(O)c3ccccc3oc2=O)c1
 : -1.0	-2.2	0.9%	-1.9%	1.5%	9.5%	0.7	-8.5%	-7.6%
CC(C)C1C(C#N)=C(N)Oc2n[nH]c(C(C)(C)C)c21 (stereo not drawn)
 : -14.7	-2.6	0.0%	-6.5%	-13.1%	27.3%	0.3	-1.9%	-4.4%
CC(C)NC(=O)N(C)C[C@H]1OCc2cnnn2CCCC(=O)N([C@@H](C)CO)C[C@H]1C
 : .	-0.4	1.9%	-5.5%	-1.8%	.	.	.	-0.3%
CN(CC(=O)Nc1cccc(F)c1)C(=O)/C=C/c1ccc(S(=O)(=O)N2CCCCCC2)cc1
 : .	-1.9	-1.5%	-3.9%	1.1%	?	.	-0.2%	-0.3%
COc1ccc(Cl)cc1NC(=O)Cn1nnc(C(=O)NCc2cccs2)c1N
 : .	-5.1	0.0%	-3.7%	-29.4%	-19.2%	-0.7	9.0%	?
CCc1ccc2c(c1)NC(=O)C2(C)Cc1ccc(Cl)cc1 (stereo not drawn)
 : .	-0.5	-50.0%	-4.1%	.	.	.	.	2.6%
Cc1ccc(C(=O)NNC(=S)NC(=O)c2ccco2)cc1
 : 19.0	-1.8	-26.6%	4.0%	4.2%	-28.7%	12.5	-6.4%	3.6%
CCCCc1ccc(NC(=O)CSc2nc(=O)n(CCN(CC)CC)c3c2CCCC3)cc1
 : -1.8	0.3	?	-3.7%	-16.8%	6.8%	1.9	2.6%	2.3%
O=C1c2ccccc2NC(c2ccc3c(c2)OCCO3)N1c1ccc2c(c1)OCCO2 (stereo not drawn)
 : -0.6	5.4	0.0%	-8.1%	5.1%	-15.8%	-0.5	6.2%	-7.2%
NC(=O)CSc1nnc(-c2ccncc2)n1-c1ccc(Cl)cc1
 : 2.4	2.9	-14.5%	-2.2%	-6.1%	-16.3%	0.1	-4.2%	3.4%
O=C(NC1CCCCC1)C(c1ccc(F)cc1)N(Cc1ccccc1)C(=O)CN1C(=O)c2ccccc2S1(=O)=O (stereo not drawn)
 : -0.7	-1.2	5.8%	-3.1%	-15.5%	-0.4%	-0.2	0.7%	0.2%
CC(C)Cn1c(=O)c2c(nc3n2CC(C)CN3Cc2ccccc2)n(C)c1=O (stereo not drawn)
 : -8.0	0.9	-11.6%	-8.2%	0.6%	-10.4%[11.4 µM]	-1.1	5.3%	0.5%
O=C(CN1CCc2ccccc21)NC(c1ccccc1)c1ccccc1
 : 22.5	-6.0	-24.2%	-6.6%	3.2%	-5.4%	-0.6	-6.5%	-3.6%
COc1ccc(OC)c(S(=O)(=O)NCCc2csc(-c3cccnc3)n2)c1
 : -6.4	-0.7	-0.9%	-0.8%	7.0%	16.6%	0.4	-7.1%	-2.3%
CC(=O)Nc1ccc(C(=O)N2CCc3cc4c(cc3C2C)OCCCO4)cc1 (stereo not drawn)
 : -11.3	-9.2	-5.9%	0.3%	0.2%	19.2%	1.6	-5.1%	-4.9%
CN1C(C(=O)c2ccccc2)=C(NC(=O)c2ccccc2Br)c2ccccc2S1(=O)=O
 : .	0.3	0.0%	-0.4%	0.5%	2.7%	-1.0	-4.1%	1.4%
COc1cccc(C2C=C(c3ccc(C)cc3)Nc3c(C(=O)Nc4ccc(F)cc4)cnn32)c1OC (stereo not drawn)
 : .	-5.3	-28.9%	-3.3%	-7.7%	19.4%	0.0	-12.6%	-5.0%
CC(C)(C)c1ccc(CSc2nc(N)cc(=O)[nH]2)cc1
 : -2.4	-6.5	.	7.2%	-8.1%	2.1%	.	-6.8%	-11.7%
CCOc1ccc(CNCc2c(C(=O)O)c(C)n(Cc3ccc(C)cc3)c2C)cc1
 : .	5.8	-28.9%	-2.0%	4.5%	1.9%	-0.1	-0.8%	3.7%
CN(C)/C=N/c1ncc(-c2ncc(C(F)(F)F)cc2Cl)cn1
 : 7.0	-1.5	?	1.1%	5.9%	-13.0%	-0.3	14.8%	-2.8%
CCOCCCn1c(SCC(=O)Nc2ccc(F)cc2)nc2c(sc3ccccc32)c1=O
 : .	-5.7	?	-2.4%	-4.0%	20.8%	0.4	4.5%	-0.6%
CCN(CC)C(=O)C1CCN(C(=O)c2cnn(-c3ccccc3)c2-n2cccc2)CC1
 : .	-2.9	0.0%	-0.3%	-5.5%	-4.8%	0.4	8.0%	5.3%
CCOC(=O)C1CCCN(C(=O)c2cc3ccccc3cc2OC)C1 (stereo not drawn)
 : .	-0.3	-14.4%	3.7%	-2.7%	-19.7%	.	-2.0%	-6.3%
CCCNC(=O)C1=CC(c2ccc3c(c2)OCO3)=NS(=O)(=O)N1C
 : .	-5.4	-12.7%	-4.6%	0.2%	9.0%	1.8	-4.4%	0.2%
CC(=O)c1ccc(NC(=O)C2CCN(c3nnc(C)c4c(C)n(-c5ccccc5)nc34)CC2)cc1
 : .	-6.1	-18.3%	-0.5%	7.0%	16.8%	-0.3	-13.6%	?
COc1ccc(/C=N/NC(=O)c2cc(C3CC3)[nH]n2)cc1OC
 : -7.1	-4.1	11.5%	5.7%	-8.1%	23.2%	-0.2	-2.4%	-1.3%
CCOc1ccccc1C=NNC(=O)c1cccc2ccccc12
 : .	-1.0	7.4%	-0.6%	1.3%	20.4%	.	6.1%	-9.4%
O=C(CCNS(=O)(=O)c1ccccc1)OCC(=O)c1ccc[nH]1
 : 3.8	-6.0	-6.2%	-1.1%	6.6%	-10.6%	-0.9	8.5%	-0.7%
O=C(COC(=O)c1ccc(S(=O)(=O)N2CCCC2)cc1)NCc1ccco1
 : -2.8	-12.3	5.2%	0.9%	4.8%	11.4%	1.7	-6.2%	3.6%
CC1=NN(C(N)=S)C(=O)C1N=Nc1cccc(C)c1 (stereo not drawn)
 : 4.7	-4.6	-11.7%	1.6%	-4.0%	7.4%	-0.3	-5.6%	-4.0%
COc1ccccc1C(C(=O)NCc1ccc(F)cc1)N(C(=O)c1csnn1)C1CC1 (stereo not drawn)
 : -14.5	-3.3	-9.1%	-7.9%	-12.7%	-9.4%	0.6	-3.5%	0.4%
CCOC(=O)c1c(-c2ccccc2)nc2ccc(Cl)cn12
 : .	-1.7	-7.0%	-2.2%	4.3%	9.7%	.	-0.6%	-2.4%
C(=N\Nc1ncnc2sc3c(c12)CCC3)/c1ccncc1
 : -2.9	-3.9	-1.6%	-2.8%	-22.2%	18.9%[11.4 µM]	1.1	6.4%	-8.0%
CCCOc1ccc(C(=O)N(Cc2cccs2)c2ccc(C)cc2)cc1
 : .	5.0	-2.4%	-2.5%	10.8%	-7.9%	1.6	-1.1%	3.9%
COc1ccc(C(=O)CC2(O)C(=O)Nc3c(C)cccc32)c(OC)c1OC (stereo not drawn)
 : .	-1.6	-15.9%	-2.8%	-1.5%	9.7%	0.9	-4.8%	-6.9%
Cc1cc(C)n(-c2nc(C)c(C)c(=O)n2CC(=O)Nc2ccc(OC(F)(F)F)cc2)n1
 : .	-0.4	-3.3%	-2.6%	1.2%	-8.0%	.	7.6%	1.9%
CCC1(c2ccc(F)cc2)NC(=O)N(CC(=O)NC2CC2)C1=O (stereo not drawn)
 : -2.9	-12.1	12.9%	-2.7%	6.9%	16.0%	0.1	-2.8%	0.5%
Cc1c(OCC(=O)N2CCC(C(=O)NCCCC(=O)O)CC2)ccc2c1oc(=O)c1ccccc12
 : 15.0	-3.1	0.8%	-2.7%	8.1%	-12.6%	0.0	-14.3%	-2.1%

Complete entries as entered above. Values in the order: D2 antag, LDHA inh, 12-LOX inh, GRP78 ERSR act, Vif-APOBEC3F blk, RGS4 inh, D2 agonist, ERG Ets-DNA blk, Vif-APOBEC3G blk
`O=C(CCNS(=O)(=O)c1ccccc1)OCC(=O)c1ccc[nH]1` across the screens: 3.8, -6.0, -6.2%, -1.1%, 6.6%, -10.6%, -0.9, 8.5%, -0.7%
`COc1ccc(C(=O)CC2(O)C(=O)Nc3c(C)cccc32)c(OC)c1OC` (stereo not drawn) across the screens: ., -1.6, -15.9%, -2.8%, -1.5%, 9.7%, 0.9, -4.8%, -6.9%
